# hIAP act – human IAP activators, primary screen, biochemical, luminescence, uHTS | 0.16% of 330,000 active | purified human IAP, CDP-Star luminescence, 30 min; active compounds read high; 1 = vehicle-only enzyme, 0 = enzyme-free background | Intestinal-type alkaline phosphatase (Homo sapiens), P09923 | activation factor at 10 µM;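 active means activation factor of the enzyme at least 2-fold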; further: the source names both 10 and 20 µM as test concentration; values of inactives mirror those of a sister screen read the other way
# NLRP3 yeast inh – NALP3 inflammasome inhibitors in reconstituted yeast, primary screen, luminescence, uHTS | inhibition, % at 10 µM | AID 2825, 2010 | Yeast reconstituted NLRP3/ASC/caspase-1, beta-gal luminescence, 24 h | 0.39% of 330,000 active;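 active means inhibition of 50% or more; inactive means inhibition below 50%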;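 further: plate controls were induced DMSO wells for no effect and uninduced yeast grown without galactose for full effect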
# hIAP inh – human IAP inhibitors, primary screen, biochemical, luminescence, uHTS | AID 2544, 2010 | Intestinal-type alkaline phosphatase (Homo sapiens), P09923 | purified IAP, CDP-Star luminescence, 30 min | 0.12% of 330,000 active | inhibition, % at 10 µM;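 active means inhibition reaching a set limit with compound at 10 µM in the primary screen, cut at about 35% in these data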;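 further: plate controls were DMSO wells with enzyme for no effect and no-enzyme buffer wells for full effect; values of inactives mirror those of a sister screen read the other way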
# APOBEC3G inh – APOBEC3G DNA deaminase inhibitors, primary screen, biochemical, fluorescence, single-stranded DNA substrate, uHTS; recombinant A3G, ssDNA deamination FAM/TAMRA fluorescence; 0.28% of 330,000 active; inhibition, % at 20 µM; DNA dC->dU-editing enzyme APOBEC-3G (Homo sapiens), Q9HC16;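 active means inhibition of at least 40% at 20 µM, with no more than 30% in the related APOBEC3A deaminase screen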;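 further: plate controls were DMSO wells with A3G for no effect and wells lacking A3G enzyme for full effect; some compounds called inactive have numbers as strong as hits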
# Target sequence (Q9HC16 whole entry, looked up): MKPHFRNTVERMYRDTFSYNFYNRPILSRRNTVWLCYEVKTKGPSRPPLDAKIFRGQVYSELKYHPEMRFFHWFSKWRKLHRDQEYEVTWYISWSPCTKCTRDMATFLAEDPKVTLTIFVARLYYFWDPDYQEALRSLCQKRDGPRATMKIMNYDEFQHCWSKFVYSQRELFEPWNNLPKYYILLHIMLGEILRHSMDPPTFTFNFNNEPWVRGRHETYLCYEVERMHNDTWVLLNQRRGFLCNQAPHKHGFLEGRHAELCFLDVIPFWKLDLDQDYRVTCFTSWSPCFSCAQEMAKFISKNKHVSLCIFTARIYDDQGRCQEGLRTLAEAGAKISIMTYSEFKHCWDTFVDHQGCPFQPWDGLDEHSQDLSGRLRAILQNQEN
# mIAP activ – activators of mouse IAP, primary screen, biochemical, luminescence, uHTS | intestinal alkaline phosphatase [Mus musculus] | muIAP, CDP-Star luminescence, 30 min; active compounds read high; 1 = vehicle-only enzyme signal, 0 = enzyme-free wells | 0.24% of 330,000 active | activation factor at 10 µM | AID 2805, 2010;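 active means activation factor of at least 2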; further: the source names both 10 and 20 µM as test concentration; values of inactives mirror those of a sister screen read the other way
#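 Assay system: mouse IAP enzyme; Reagent: CDP-Star chemiluminescent phosphatase substrate; Compound: DMSO-dissolved test compounds; Incubation: 30 min, room temperature; Technique: luminescence from enzymatic CDP-Star hydrolysis; Controls: DMSO-only wells and no-enzyme negative control.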
# beta cell repl – inducers of MIN6 beta-cell proliferation, primary screen, ATP luminescence, uHTS; MIN6 cells proliferation, ATPlite luminescence, 48 h; cells starved in 0.2% serum; 100% = growth in 10% serum; 0.29% of 330,000 active; proliferation, % at 10 µM;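 active means compounds whose signal lies at least 3.5 SD above the mean of all wells on their plate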;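 further: 0% = DMSO-treated cells in low-serum medium and 100% = 10% serum control; some compounds called inactive have numbers as strong as hits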
# A3A deaminase – APOBEC3A ssDNA deaminase inhibitors, primary screen, selectivity assay for APOBEC3G inhibitor project, biochemical, FAM/TAMRA oligo cleavage fluorescence. DNA dC->dU-editing enzyme APOBEC-3A (Homo sapiens), P31941. recombinant A3A, FAM/TAMRA ssDNA deamination fluorescence. inhibition, % at 20 µM. 0.41% of 330,000 active. AID 493011, 2011;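 active means at least 40% inhibition at 20 µM here, with at most 30% in a related deaminase screen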;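 further: plate controls were A3A with DMSO for no effect and wells lacking A3A enzyme for full effect; some results filed as inactive read as strong as hits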
# Target sequence (P31941 whole entry, looked up): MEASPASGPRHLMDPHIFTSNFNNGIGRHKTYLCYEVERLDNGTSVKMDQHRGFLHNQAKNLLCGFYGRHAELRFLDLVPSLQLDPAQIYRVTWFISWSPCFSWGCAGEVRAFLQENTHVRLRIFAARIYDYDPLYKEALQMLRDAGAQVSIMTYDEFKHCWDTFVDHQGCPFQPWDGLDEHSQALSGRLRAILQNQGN
# mIAP block – inhibitors of mouse IAP, primary screen, biochemical, luminescence, uHTS. 0.2% of 330,000 active. AID 2806, 2010. inhibition, % at 10 µM. intestinal alkaline phosphatase [Mus musculus]. purified mouse IAP, CDP-Star luminescence, 30 min;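 active means inhibition of at least 40% at 10 µM in the primary screen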;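 further: plate controls were DMSO with enzyme for no effect and no enzyme wells for full effect; values of inactives mirror those of a sister screen read the other way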
# SENP1 inh – human SENP1 catalytic domain inhibitors, primary screen, biochemical, FRET, uHTS; Sentrin-specific protease 1 (Homo sapiens), Q9P0U3; recombinant SENP1 catalytic domain, CyPet-SUMO1-YPet FRET cleavage; inhibition, % at 10 µM; 0.21% of 360,000 active; AID 624204, 2012;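 active means inhibition at least 30% at 10 µM, raw YFP signal under a set limit, fluorescence ratio 0.5 to 1.5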;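 further: 0% = enzyme with DMSO and 100% = no enzyme wells; some results filed as inactive read as strong as hits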
# Target sequence (Q9P0U3 419-644 limits assumed): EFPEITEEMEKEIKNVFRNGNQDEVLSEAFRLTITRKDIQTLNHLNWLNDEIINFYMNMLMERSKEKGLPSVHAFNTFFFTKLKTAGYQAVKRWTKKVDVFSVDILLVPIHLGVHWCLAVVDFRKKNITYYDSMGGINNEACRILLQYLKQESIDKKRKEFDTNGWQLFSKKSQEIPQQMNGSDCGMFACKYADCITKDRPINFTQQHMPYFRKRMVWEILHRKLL
#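 Material – human SENP1 catalytic domain · Input – SENP1 enzyme, 20 pM final · Compound dosing – single concentration of 10 µM compound, 0.5% DMSO final · Timing – enzyme reaction for 50 min at room temperature, dark · Measured by – FRET fluorescence in CFP and YFP emission channels · Control set – no-enzyme wells low, DMSO-plus-enzyme wells high control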
# * = called active by the depositor. Only part of the results is shown; the hit share may differ from the screen's.
SMILES,hIAP act,NLRP3 yeast inh,hIAP inh,APOBEC3G inh,mIAP activ,beta cell repl,A3A deaminase,mIAP block,SENP1 inh
O=C(c1cccc(S(=O)(=O)N2CCOCC2)c1)N(CCc1ccccc1)Cc1ccccc1,1,5,-3,-2,1,-4,1,-1,0
Cc1cc(C)c(C#N)c(Cl)n1,0.88,-2,12,-4,0.99,0,-1,0,0
COc1ccc(N(CC(=O)Nc2ccccc2C(F)(F)F)C2=NC3CS(=O)(=O)CC3S2)cc1 (configuration not stated),1.4,8,-36,-7,1,-6,0,-2,-1
COC(=O)c1ccc(CNC(=O)CSC(C)C(=O)Nc2cc(C)on2)cc1 (configuration not stated),0.91,12,9,-5,0.89,-2,0,11,0
N#C/C(=C\c1c(F)cccc1Cl)c1nn(-c2ccccc2)c(-n2cccc2)c1C#N,0.92,-12,8,-10,0.93,-6,0,7,-1
Cn1c2c(c(=O)n(C)c1=O)C(C(F)(F)F)(C(F)(F)F)N=C(CCC1CCCCC1)N2,0.76,10,24,-5,0.95,0,-1,5,-2
CCc1cccc(OCCCn2ccnc2)c1,0.86,-30,14,-9,1.1,-4,-3,-10,5
O=C(NCc1nc2ccccc2[nH]1)C1=C[C@@H](C2CC2)C[C@@H](OCc2ccc(CO)cc2)O1,0.93,17,7,-2,1,-5,2,-2,1
Cc1ccc(C(=O)CCC(=O)Nc2cc(C)ccn2)cc1,1.1,18,-8,-4,1,5,0,-1,0
O=C(CSc1cccc[n+]1[O-])Nc1ccc([N+](=O)[O-])cc1Cl,1.1,-6,-5,3,0.9,-2,6,10,0
Cc1ccc(S(=O)(=O)NCCC(=O)N2CCC(C(N)=O)CC2)cc1C,1,10,-2,-8,1,3,0,-2,1
CCn1cc(S(=O)(=O)Nc2ccc3c(c2)OCCO3)cn1,0.95,-1,5,-2,1.1,4,2,-8,1
NC(=O)c1ccccc1OC1CCC1,0.84,24,16,-1,1,-1,-1,0,2
CC(=O)N(CCC1(C(C)C)CCOC(C)(C)C1)Cc1ccco1 (configuration not stated),0.9,11,10,5,1,-1,3,-4,-2
CCCCN(CC(=O)NC(C)(C)C)C(=O)C(=O)Nc1ccc2c(c1)OCCO2,1,8,-4,-6,1,-2,2,-2,0
COc1ccc(C(=O)NCC(=O)Nc2ccc(-c3ccccc3)cc2)cc1,1,10,-5,-6,1.1,-2,-2,-12,2
CC[C@@]1(C(=O)OC)N[C@H](CN(C)C(=O)Nc2ccc(C)cc2)[C@@H]2C(=O)N(Cc3ccccc3)C(=O)[C@@H]21,1.1,-3,-7,-7,1.1,0,-4,-15,2
O=S(=O)(c1ccc(Cl)nc1)N1CCCCC1,0.95,19,5,-1,0.94,-3,4,6,-3
Cc1cccc(C)c1NC(=O)CCCSc1nc2ccccc2s1,1,18,-2,-9,1.1,-4,5,-5,-1
Cc1ccc(OCCCC(=O)NC(C)c2ccccc2)cc1 (configuration not stated),0.95,24,5,-4,1,0,-2,0,3

# Sorted by number of heavy atoms (ascending): three of the compounds above
SMILES,hIAP act,NLRP3 yeast inh,hIAP inh,APOBEC3G inh,mIAP activ,beta cell repl,A3A deaminase,mIAP block,SENP1 inh
CCn1cc(S(=O)(=O)Nc2ccc3c(c2)OCCO3)cn1,0.95,-1,5,-2,1.1,4,2,-8,1
Cc1ccc(S(=O)(=O)NCCC(=O)N2CCC(C(N)=O)CC2)cc1C,1,10,-2,-8,1,3,0,-2,1
CC[C@@]1(C(=O)OC)N[C@H](CN(C)C(=O)Nc2ccc(C)cc2)[C@@H]2C(=O)N(Cc3ccccc3)C(=O)[C@@H]21,1.1,-3,-7,-7,1.1,0,-4,-15,2

# Going on with the list:
SMILES,hIAP act,NLRP3 yeast inh,hIAP inh,APOBEC3G inh,mIAP activ,beta cell repl,A3A deaminase,mIAP block,SENP1 inh
Cc1cnn(-c2cc(Oc3ccccc3)ncn2)c1,1.1,15,-6,-3,1,1,2,-4,1
CCC(C)C(=O)N1CCCC(c2nc(-c3cccs3)no2)C1 (configuration not stated),0.92,21,8,-1,1,0,-1,-2,2
Cc1ccc(Cc2nc(-c3ccncc3)no2)cc1,0.93,16,7,-3,0.82,1,-1,18,1
CCOC(=O)C1=C(CC)Nc2ccccc2N=C1NC(=O)c1ccc(S(=O)(=O)N(C)C)cc1,1.1,-15,-10,4,0.75,-1,4,25,0
O=C(c1ccco1)N1CCN(CC(=O)N(C2CCCCC2)C2CCS(=O)(=O)C2)CC1 (configuration not stated),1.1,-5,-6,-6,1,1,-8,-4,1
COc1ccc(C2(NC(C)=O)CCN(C(=O)c3cccs3)CC2)cc1,1,-9,-4,-11,0.95,0,-3,5,-2
CCCn1c2c(c(O)c(C(=O)NCc3ccccc3)c1=O)CCCC2,1,16,0,1,0.83,-5,1,17,3
O=C(CCc1nc2ccccc2s1)N1CCN(c2ccccc2)CC1,0.95,23,5,-12,1.1,-1,-1,-10,1
Cc1ccc(C(C)(C)C)c(OCCCn2ccnc2)c1,1.3,27,-26,2,0.96,-4,2,4,3
CCCOc1ccc(CNC(=O)c2ccc3nc(N4CCOCC4)sc3c2)cc1,1,11,-4,0,0.98,-3,2,2,0
CS(=O)(=O)N1CCC(C(=O)Nc2ccc(C(F)(F)F)cc2)CC1,0.98,24,2,1,1.1,-4,1,-6,1
Cc1cccc(C)c1OCC(=O)NNC(=O)CNC(=O)c1ccc(OC(F)F)cc1,1.8,11,-82,3,0.96,0,0,4,1
Cc1nn(C)cc1NC(=O)CCSc1nc(-c2ccco2)cc(C(F)(F)F)n1,1.1,7,-8,4,1,-1,2,-1,-1
COc1cccc(NC2SC(=O)N(c3ccccc3)C2=O)c1 (configuration not stated),0.9,22,10,0,0.91,2,0,9,0
c1ccc2c(c1)CCN(Cc1nnnn1Cc1ccc3c(c1)OCO3)C2,1.1,2,-15,-8,1.1,1,-3,-6,1
COc1ccc(CC(=O)N(C)Cc2cccc(F)c2)cc1S(=O)(=O)N1CCOCC1,1.1,2,-8,-7,1,0,2,-3,0
Cc1cccc(C)c1OCc1nnc2c3cnn(C)c3ncn12,0.86,16,14,-4,0.88,-1,-4,12,0
CCOC(=O)c1c(N2C(=O)Nc3cc(Cl)c(Cl)cc3N2O)sc2c1CCCCC2,0.94,1,6,3,0.91,-7,1,9,-1
Cc1cc(C)n(-c2ccc(C(=O)Nc3ccc(S(=O)(=O)N(C)C)cc3)cc2)n1,0.9,12,10,-7,0.94,0,0,6,1
CCOC(=O)C(C)Oc1ccc2c(-c3cccc([N+](=O)[O-])c3)cc(=O)oc2c1 (configuration not stated),0.9,3,10,-5,1,0,-2,0,2
O=C(CNC(=O)c1ccc(Br)o1)NNC(=O)c1ccc(Cl)cc1,0.92,13,8,0,0.99,-2,1,1,1
Cn1c(SCC(=O)OC2CCCCC2)nnc1-c1ccc2c(c1)OCO2,0.99,4,0,-1,1.1,-3,4,-8,0
CCOC(=O)c1cc(-c2ccccc2)sc1NC(=O)CSc1nncs1,0.9,7,10,-7,0.86,-5,-2,14,-8
COc1ccccc1CCc1nnc(CCC(=O)NCC[C@@H]2C[C@@H]3C=C[C@H]2C3)o1,0.98,14,2,-2,1.1,-6,2,-7,-3
Cc1ccc([N+](=O)[O-])c2cccnc12,1.1,-21,-10,-2,0.95,-2,-3,5,-2
CS(=O)(=O)Nc1cc2c3c(c1)CCC(=O)N3CCC2,0.92,12,8,4,1,-1,-1,0,2
COc1ccc(-c2nn(-c3ccccc3)cc2C(=O)N2CCN(S(=O)(=O)c3ccccc3C#N)CC2)cc1,0.94,21,6,-10,1,3,-3,-4,0
Cc1cc(NC(=O)CCC(=O)N(c2ccccc2)C(C(=O)NC2CCCC2)c2ccncc2)no1 (configuration not stated),0.94,10,6,-2,0.98,-1,0,2,3
CCCOc1cccc(-c2nn(-c3ccccc3)cc2/C=C(\C#N)C(=O)NCCCn2ccnc2)c1,0.85,2,15,-4,0.96,0,0,4,-44
Cc1n[nH]c(=O)c2c1nnn2Cc1ccccc1Cl,0.91,5,9,-1,0.95,-3,-1,4,2
CCOc1ccccc1NC(=O)CSc1nnc(-c2ccccc2Cl)n1Cc1ccco1,1.1,16,-7,12,1.1,1,3,-8,0
COc1ccccc1N(CC(=O)NC(C)(C)C)C(=O)CCC(=O)Nc1nccs1,0.91,21,9,-4,1.1,-1,1,-10,0
CCOC(=O)C1=C(CCc2ccccc2)NC(=O)NC1c1ccc(Br)cc1 (configuration not stated),0.95,0,5,-3,0.97,-8,0,3,-1
COc1ccc(Cn2c(-c3ccc(Br)cc3)c[n+]3ccccc23)cc1,1,18,-4,-5,0.98,-6,-1,2,0
CCc1ccccc1N1CN(Cc2ccco2)CNC1=S,0.99,-4,1,-4,0.99,-1,-2,1,1
COc1ccccc1CNC(=O)COc1ccc([N+](=O)[O-])cc1,0.89,25,11,-1,0.99,-1,3,1,4
Cc1cc(C)c2nc(N(CCN(C)C)C(=O)/C=C/c3cccs3)sc2c1,1.2,27,-17,-7,0.98,-6,-5,2,1
CCCN(CCC)CCN1C(=O)C2C(C(=O)Nc3ccc(C)cc3)C3C=CC2(O3)C1C(=O)NC1CCCCC1 (configuration not stated),1.1,13,-14,-6,1.1,0,-3,-6,2
Cc1ccc(NC2=NCCCCC2)cc1C,1,6,-1,-2,1.1,-4,-1,-11,1
Cc1ccc(NC(=O)C(C)OC(=O)Cn2cnc3ccccc3c2=O)cc1 (configuration not stated),1.1,0,-5,-6,0.94,3,4,6,0
CCOC(=O)C1CCN(S(=O)(=O)c2ccc3[nH]c(=O)oc3c2)CC1,1,9,0,-9,1,-2,-2,-4,3
CC(C)c1ccc(NC(=O)C(c2ccc3c(c2)OCO3)N2CCCCC2)cc1 (configuration not stated),0.86,31,14,-7,1.8,-6,-4,-79,0
COc1ccc(Br)c(C(=O)N2CCN(S(=O)(=O)c3cccs3)CC2)c1,0.93,1,7,5,0.97,-2,6,3,0
CCCCC(=O)Nc1nn(CCC)c2nc3ccccc3cc12,0.94,24,6,-5,1.2,-2,0,-20,-16
Cc1c(-c2ccccc2)[n+](=O)c2c(n1[O-])CCC2,0.97,4,3,-3,1,8.9*,-1,-1,0
CCN1CCCC1CNC(=O)C(=O)NCc1ccccc1 (configuration not stated),1,3,-1,-1,1,1,2,-1,1
CCCCOc1ncnc2c1[nH]c1ccccc12,1.1,48,-7,-8,1.1,-7,-6,-5,-17

# Screens: PubChem, Sanford-Burnham Center for Chemical Genomics
